Bioassay records: PubChem BioAssay, Southern Research Specialized Biocontainment Screening Center
tuberculosis growth = growth inhibition of non-replicating M. tuberculosis (AID 488890). Mycobacterium tuberculosis non-replicating, growth inhibition; higher % means a stronger effect. one-dose inhibition, % at 25 µM; IC50 in µM for titrated hits. 320,000 tested, 0.39% active; in the data active means a potency from the dose series; inconclusive means inhibition mostly from about 82% at the one dose, without a potency; inactive means the rest, 99 in 100 with inhibition below about 76%;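 further: plate controls were DMSO cells for no effect and high antibiotic wells for full effect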
H37Rv inhibition = M. tuberculosis growth inhibition, HTS (AID 449762) | M. tuberculosis H37Rv growth inhibition, 7H9 media; higher % means a stronger effect | one-dose inhibition, % at 25 µM; IC50 in µM for titrated hits | 330,000 tested, 0.59% active; in the data active means a potency from the dose series; inconclusive means inhibition above about 70% without an active follow-up result;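 further: bacterial growth assessed after seven days of incubation; strong numbers were not always called active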
Salmonella PhoP GFP = PhoP regulon inhibitors, Salmonella typhi PhoP promoter GFP reporter, confirmatory (AID 1850) | 310,000 tested, 0.33% active | inhibition, % at 50 µM; hits with a dose series show IC50 in µM | Salmonella Typhi PhoP-promoter GFP reporter, fluorescence, 4 h; higher % means a stronger effect; in the data active means a potency from the dose series; inconclusive means inhibition mostly from about 25% at the one dose, without a potency; inactive means the rest, 99 in 100 with inhibition below about 19%;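 further: 0% = induced wells with vehicle and 100% = uninduced wells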
VEEV TC-83 Vero = inhibitors of VEEV TC-83 cytopathic effect, confirmation, Vero cells (AID 588727); Vero cells, VEEV TC-83 cytopathic effect inhibition; higher % means a stronger effect; one-dose inhibition, % at 20 µM; IC50 in µM for titrated hits; 350,000 tested, 0.13% active; in the data active means a potency from the dose series; inconclusive means inhibition mostly from about 14% at the one dose, without a potency; inactive means the rest, 99 in 100 with inhibition below about 12%; further: strong numbers were not always called active
influenza NS1A = H1N1 influenza NS1A inhibitors, functional cell based assay (AID 504329). NS1A functional cell-based assay, percent inhibition; higher % means a stronger effect. one-dose inhibition, % at 12.5 µM; IC50 in µM for titrated hits. 340,000 tested, 0.3% active; in the data active means a potency from the dose series; inconclusive means inhibition above about 27% without an active follow-up result; further: strong numbers were not always called active
VEEV TC-83 Vero 10K pilot screen = also measured in VEEV TC-83 Vero; calls as there; inhibition, %; measured here: 10K pilot screen inhibition
Starred values were filed as active, the others as inactive; i = inactive; ? = inconclusive; · = not tested or not shown; & = joins results of further samples.

SMILES	tuberculosis growth	H37Rv inhibition	Salmonella PhoP GFP	VEEV TC-83 Vero	influenza NS1A	others
Cc1ccccc1-c1nc(CS(=O)(=O)CC(=O)NCc2ccc3c(c2)OCO3)c(C)o1	-13%	-5%	14%	1.1%	-5%
O=C1CCC([N+](=O)[O-])C(c2cccc([N+](=O)[O-])c2)N1 (centres undefined)	-12%	-1%	-3%	1.0%	-9%
Cc1ncc(CO)c(/C=N/NC(=S)Nc2cccc(Cl)c2)c1O	37%	12%	-5%	6.6%	12%	VEEV TC-83 Vero 10K pilot screen=12
CN(Cc1ccco1)C(=O)Cn1cc(S(=O)(=O)N2CCCC2)c(S(=O)(=O)N2CCCC2)c1	17%	7%	3%	0.5%	0%
O=C(CSc1nnc2scc(-c3ccccc3)n12)Nc1nsc(-c2ccccc2)n1	6%	?	-9%&-1%	3.1%	7%
COc1ccc(CNC(=O)C2CCN(S(=O)(=O)N3CCCC3)CC2)c(OC)c1	-12%	4%	-7%	1.4%	-12%
CN=C1NC(C)(C)C2CCC(C)(CC2)S1	·	·	·	0.0%	0%
O=[N+]([O-])c1cccc(COc2ccccc2CN2CCCC2)c1	·	·	·	i	-18%
Cc1nnc(N/N=C/c2ccc(Br)cc2)n1N	1.3µM*	?	-5%	0.3%	0%
Nc1n[nH]c(C(F)(F)F)c1-c1ccccc1	-5%	-4%	-14%	i	8%
CCOc1ccc(N(CC(=O)NCc2ccc(OC)cc2)S(C)(=O)=O)cc1	23%	-2%	-2%	i	16%
COc1ccccc1N1CCN(C(c2ccc(F)cc2)c2nnnn2C(C)C)CC1 (centres undefined)	·	·	·	1.4%	-5%
COc1ccc(NC(=O)/C(C#N)=C/c2ccc(-c3ccccc3C(=O)O)o2)cc1	3%	-1%	0%	1.8%	-7%
COc1ccc(-c2noc(-c3cccnc3)n2)cc1OC	-16%	5%	-2%	3.3%	-20%
CC(C#N)(NC(=O)CN1CCN(S(=O)(=O)c2cc(C(F)(F)F)ccc2Cl)CC1)C1CC1 (centres undefined)	·	·	·	i	1%
CC(=O)Nc1ccc(S(=O)(=O)N(Cc2ccco2)Cc2cc3ccccc3[nH]c2=O)cc1	-2%	-4%	-2%	9.4%	3%
COC(=O)c1ccc(C(=O)OC)c(NC(=S)N2CCN(c3ccccc3)CC2)c1	?	0%	-11%	i	1%
C=C(C)n1c(=O)n(Cc2ccccc2C)c2ccccc21	27%	3%	-2%	i	-7%
O=C(NCCS(=O)(=O)NC1CCCCC1)c1ccc2c(c1)OCO2	-5%	-9%	3%	1.3%	-11%
CC1(C(=O)O)COC(c2ccc(Cl)cc2)OC1 (centres undefined)	-1%	7%	4%	0.0%	9%
Cc1ccc(NC(=O)c2ccccc2N(C)S(=O)(=O)c2ccccc2)c(C)c1	10%	-3%	-19%	i	12%	VEEV TC-83 Vero 10K pilot screen=1.1
COc1ccc(C2=NNC(=Nc3cc(S(=O)(=O)N(C)C)ccc3C)SC2)c(OC)c1	34%	-11%	-7%	3.8%	-3%
O=C1CCCCC(=O)N(c2ccccc2)c2ccccc21	1%	4%	-3%	2.3%	-19%
Cc1cccc(N2CC(C(=O)Nc3nnc(SCC(=O)NCC4CCCO4)s3)CC2=O)c1 (centres undefined)	3%	-12%	-4%	1.9%	-6%
O=C(Oc1ccccc1/C=C\C(=O)c1cc2ccccc2o1)c1cccc(F)c1	54%	?	4%	9.3%	27%
N#Cc1cnn2c1nc(N1CCOCC1)c1ccccc12	-8%	-6%	6%	1.6%	0%
COc1ccc(Nc2ccccc2NC(=O)c2ccccc2Br)cc1	57%	17%	12%	4.1%	11%
CN(C)S(=O)(=O)c1ccc(Cl)c(NC(=O)COC(=O)CNS(=O)(=O)c2c(F)cccc2F)c1	·	·	·	0.5%	-21%
CC(C)CNC(=O)c1ccccc1-c1ccccc1C(=O)O	-13%	-3%	-6%	1.5%	-2%
O=C(NCc1cccs1)C1CCN(S(=O)(=O)c2ccc(Cl)cc2)CC1	-3%	1%	-2%	i	-6%
O=C1CC(c2ccccc2Cl)CC(O)=C1C=Nc1ccccc1 (centres undefined)	38%	5%	-11%	10%	-8%
O=C1C=C(c2ccc3ccccc3c2)C[C@@H](c2ccc(Cl)cc2)C1	-5%	19%	·	0.5%	-5%	VEEV TC-83 Vero 10K pilot screen=16
CN(C)C(CNc1ncnc2sccc12)c1cccs1 (centres undefined)	17%	-4%	7%	i	5%
COc1cc2c(cc1OC)CN(C(=O)/C=C/c1cccc([N+](=O)[O-])c1)CC2	19%	2%	-4%	i	-3%
CCn1cc([N+](=O)[O-])c(C(=O)N2N=C(c3ccc(Cl)c(Cl)c3)CC2c2ccccc2O)n1 (centres undefined)	39%	?	-10%	1.2%	0%
C=CCNCCOc1ccc(C)cc1[N+](=O)[O-]	6%	-3%	-9%	i	-21%
CCc1nc(SCC(=O)c2cc(C)ccc2C)n[nH]1	-7%	-7%	1%	1.8%	-23%
CCc1ccc(C(=O)CSc2nnc(C3CC3)n2C2CC2)cc1	40%	-7%	·	2.5%	-7%
CCc1ccccc1Oc1coc2cc(O)ccc2c1=O	13%	7%	1%	i	2%
COCc1ccc([C@@H]2C[C@H]3CN(Cc4cccnc4)C(=O)[C@]34CCCN24)o1	-3%	-6%	-7%	2.0%	-27%

Sorted by formula weight (lowest first): part of the list above
SMILES	tuberculosis growth	H37Rv inhibition	Salmonella PhoP GFP	VEEV TC-83 Vero	influenza NS1A	others
O=[N+]([O-])c1cccc(COc2ccccc2CN2CCCC2)c1	·	·	·	i	-18%
O=C(NCCS(=O)(=O)NC1CCCCC1)c1ccc2c(c1)OCO2	-5%	-9%	3%	1.3%	-11%
CC(=O)Nc1ccc(S(=O)(=O)N(Cc2ccco2)Cc2cc3ccccc3[nH]c2=O)cc1	-2%	-4%	-2%	9.4%	3%

More compounds:
SMILES	tuberculosis growth	H37Rv inhibition	Salmonella PhoP GFP	VEEV TC-83 Vero	influenza NS1A	others
OC(CNCc1ccccc1)COc1ccccc1 (centres undefined)	-18%	-1%	19%	0.1%	2%
CCC(CC)C(=O)N1CCN(Cc2nc3ccccc3c(=O)[nH]2)CC1	-8%	-6%	14%	1.2%	3%
CCOCCCNC(=O)C1CCC(CNS(=O)(=O)c2ccc(Cl)cc2)CC1 (centres undefined)	-2%	-11%	-15%	7.0%	8%
COc1cc(NC(=O)C2CC2)c(OC)cc1NC(=O)CCC(=O)NC1CCN(Cc2ccccc2)CC1	2%	1%	3%	2.9%	-5%
Cc1ccc(S(=O)(=O)N2CCC(C(=O)NC3CC(C)(C)NC(C)(C)C3)CC2)cc1C	27%	-7%	-8%	i	-3%
CCc1nnc(NC(=O)CCc2c[nH]c3ccccc23)s1	9%	20%	-13%	9.0%	-8%
CC12CCC(C(=O)N(NC(=O)c3ccc(O)cc3)C1=O)C2(C)C (centres undefined)	4%	-3%	-2%	i	-13%
COc1cccc(-c2nc(NC(C)C)c3ccccc3n2)c1O	36%	28%	-2%	i	12%	VEEV TC-83 Vero 10K pilot screen=8.8
COc1ccc(CCNC(=O)CCC(=O)Nc2ccc3nc(N4CCN(C)CC4)cc(C)c3c2)cc1OC	1%	-3%	10%	1.1%	-26%
ClC1(Cl)CC1Cn1cnc2ccccc21 (centres undefined)	12%	10%	9%	0.4%	3%
CCCCOC(=O)c1ccc(NC(=O)C(=O)NCC2CCCO2)cc1 (centres undefined)	45%	?	-1%	6.9%	-4%
CCN(Cc1nc2ccccc2c(=O)[nH]1)C(=O)c1cc2c(s1)CCCCC2	4%	-8%	·	1.0%	5%
COc1ccccc1NS(=O)(=O)c1cc(NC(=O)CCc2nc3ccccc3c(=O)[nH]2)ccc1C	1%	-5%	2%	7.2%	-3%
O=C(CN1CCN(c2ccccc2)CC1)Nc1cccc([N+](=O)[O-])c1	5%	-6%	1%	0.4%	-15%
CC1CCc2nc(/C(C#N)=C/c3ccncc3)sc2C1 (centres undefined)	60%	18%	-6%	0.5%	2%
CCC(C(=O)OCC(=O)NCc1ccc2c(c1)OCO2)c1ccccc1 (centres undefined)	18%	-5%	·	1.3%	-12%
CSc1ccc(CN2CCc3c([nH]c4ccccc34)C2)cc1	9%	-3%	2%	1.0%	-2%
CSCCC(NC(=O)c1cccc([N+](=O)[O-])c1)c1nc2ccccc2[nH]1 (centres undefined)	2%	-3%	-8%	i	-1%	VEEV TC-83 Vero 10K pilot screen=0.6
COc1cc(CNC(=O)c2nc(Cn3nc(C)c(Br)c3C)no2)cc(OC)c1	23%	4%	-2%	i	-1%
COCc1c(C(=O)Nc2ccc(Cl)cc2F)oc2ccccc12	46%	-3%	5%	i	-10%
C[C@H](NC(=O)C1CCN(S(=O)(=O)c2ccccc2)CC1)C(=O)NCc1cccc(C(F)(F)F)c1	16%	-2%	7%	0.7%	0%
C#CCN1CCN(c2ccc(F)cc2)CC1	-1%	6%	3%	0.5%	2%
Cn1c(C(=O)N2CCCC(C(=O)c3ccc(C(F)(F)F)cc3)C2)cc(=O)n(C)c1=O (centres undefined)	7%	-2%	3%	0.2%	8%	VEEV TC-83 Vero 10K pilot screen=0.0
COc1ccc(CC(=O)NNS(=O)(=O)c2ccc(F)cc2)cc1	1%	5%	12%	i	8%
COc1ccccc1NS(=O)(=O)c1ccc(O)c(C(N)=O)c1	-6%	-8%	-2%	2.4%	-3%
CSc1ccccc1NC(=O)CSCc1nc2sc(C)c(C)c2c(=O)[nH]1	12%	-4%	-8%	0.2%	-3%
CC(=O)OC1CC(OC2C(O)CC(OC3C(O)CC(OC4CCC5(C)C(CCC6C5CC(O)C5(C)C(C7=CC(=O)OC7)CCC65O)C4)OC3C)OC2C)OC(C)C1OC1OC(CO)C(O)C(O)C1O (centres undefined)	·	·	·	>25µM*	-1%
O=C(N/N=C/c1c[nH]c2ccccc12)c1cc(-c2cccc3ccccc23)n[nH]1	37%	?	-5%	11%	9%
O=C(CCCOc1ccc(Cl)cc1Cl)N1CCN(c2ccccn2)CC1	36%	?	-4%	i	24%
Cc1ccc(-n2nc3c(c2NC(=O)C(C)(C)C)CSC3)c(C)c1	5%	-1%	2%	i	6%

Molecules listed so far containing a cyano group:
SMILES	tuberculosis growth	H37Rv inhibition	Salmonella PhoP GFP	VEEV TC-83 Vero	influenza NS1A	others
COc1ccc(NC(=O)/C(C#N)=C/c2ccc(-c3ccccc3C(=O)O)o2)cc1	3%	-1%	0%	1.8%	-7%
CC(C#N)(NC(=O)CN1CCN(S(=O)(=O)c2cc(C(F)(F)F)ccc2Cl)CC1)C1CC1 (centres undefined)	·	·	·	i	1%
N#Cc1cnn2c1nc(N1CCOCC1)c1ccccc12	-8%	-6%	6%	1.6%	0%
CC1CCc2nc(/C(C#N)=C/c3ccncc3)sc2C1 (centres undefined)	60%	18%	-6%	0.5%	2%

Carrying on:
SMILES	tuberculosis growth	H37Rv inhibition	Salmonella PhoP GFP	VEEV TC-83 Vero	influenza NS1A	others
N#Cc1c(N)n(CCc2ccc(F)cc2)c2nc3ccccc3nc12	8%	1%	-14%	7.2%	-11%	VEEV TC-83 Vero 10K pilot screen=3.1
O=C(/C=C1\SC(=O)N(CC(=O)Nc2ccc(F)cc2)C1=O)Nc1ccc(Cl)cc1	-5%	0%	6%	6.7%	-5%
O=C(/C(C=Nc1ccc(Br)cc1)=C(/O)c1ccco1)C(F)(F)F	39%	-3%	-5%	i	10%
O=[N+]([O-])c1ccc(N2CCN(c3ccccc3F)CC2)nc1	-7%	-13%	2%	0.6%	-1%
COc1ccc(-c2ccc(CCC(=O)O)n2NC(N)=O)cc1	1%	-9%	7%	1.2%	-3%
Cc1nc2cc(N3CCCCC3)c(NC(=O)c3cccnc3)cc2c(=O)n1Cc1ccccc1	18%	-2%	11%	1.3%	5%
COC(=O)c1cc(C#N)c(NCc2ccc(Cl)cc2Cl)nc1C	-7%	11%	1%	0.7%	-5%
O=C(O)c1ccccc1-c1nc2ccccc2[nH]1	-5%	0%	12%	i	2%
Cc1nn(C(C)C(=O)O)c(C)c1[N+](=O)[O-] (centres undefined)	-8%	-6%	-3%	4.0%	-7%
O=C(Nc1ccc(C(=O)NCc2ccc(F)cc2)cc1)C1=CSCCO1	35%	-5%	5%	1.4%	0%
COC(=O)Cn1c(=NC(=O)c2ccc(OC)c(OC)c2)sc2cc(OC)ccc21	8%	6%	-6%	0.8%	1%
c1ccc(COc2ccccc2CNC2CCCC2)cc1	10%	4%	5%	i	0%
CC(C)c1ccc(C2(O)C(=O)Nc3cc(Br)ccc32)c(O)c1 (centres undefined)	3%	0%	-19%	i	-5%
CCNS(=O)(=O)c1ccc(CCC(=O)N2CCN(C(=O)OCC)CC2)cc1	1%	-4%	2%	i	-4%
